# HCV NS3 hel inh = HCV NS3 helicase inhibition. actives 0.56% (n = 290,000). AID 1800. inhibition, % at 10.9 µM. NS3 helicase DNA unwinding, Cy5 molecular beacon fluorescence;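 active = inhibition above the mean of all tested compounds plus 3 SD, set per campaign, cut at about 35% in these data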;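 note: 0% = DMSO wells and 100% = thioflavine S control wells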
#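 Measured by: Cy5 fluorescence, 0 and 60 min reads / Assay system: NS3 helicase fragment of HCV / Control set: low DMSO, high thioflavine S at 110 µM / Times: 1 h reaction at 25 °C, ATP-initiated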
# VIM-2 inh = blocks Pseudomonas aeruginosa VIM-2 metallo-beta-lactamase; purified VIM-2, nitrocefin hydrolysis, epi-absorbance fluorescence; inhibition, % at 5.6 µM; actives 0.89% (n = 290,000); AID 1527;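 active = inhibition above the mean of all tested compounds plus 3 SD, cutoff set per screening run, cut at about 7.5% in these data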;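 note: red hydrolysis product quenches plate fluorescence so inhibitors raise well fluorescence; 0% = enzyme with DMSO and 100% = DMSO without enzyme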
# PHOSPHO1 inh = inhibitors of human PHOSPHO1 phosphatase; Q8TCT1; recombinant PHOSPHO1, absorbance phosphatase assay; inhibition, % at 13.3 µM; actives 1.1% (n = 290,000); AID 1565; in the data active = inhibition above about 60%
# Target sequence (Q8TCT1 whole entry, looked up): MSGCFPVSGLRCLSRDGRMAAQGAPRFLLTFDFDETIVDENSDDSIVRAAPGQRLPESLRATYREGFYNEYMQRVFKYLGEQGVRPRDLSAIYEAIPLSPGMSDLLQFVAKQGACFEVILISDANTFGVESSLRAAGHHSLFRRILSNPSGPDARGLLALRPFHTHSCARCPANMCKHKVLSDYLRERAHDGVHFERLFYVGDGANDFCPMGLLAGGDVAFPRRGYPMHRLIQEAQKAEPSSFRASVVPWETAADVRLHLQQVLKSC
# GalR3 antag = antagonists of human GalR3. actives 0.44% (n = 360,000). HEK293 GalR3-CNG cAMP membrane potential fluorescence; galR3 body fused to GalR1 C-terminus. inhibition, % at 3 µM;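 active = inhibition above the screen-wide average plus 3 SD, cut at about 13% in these data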;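 note: forskolin and galanin both at EC90 stimulate the cells; cAMP rise reported by CNG channel membrane potential dye signal; 0% = forskolin plus galanin with DMSO and 100% = forskolin alone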
# FID counter = counter-screen for HCV NS3 helicase inhibitors: DNA intercalator displacement; DNA fluorescent intercalator displacement, fluorescence; inhibition, % at 7.9 µM; actives 0.17% (n = 290,000); in the data active = inhibition above about 37%;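 note: 0% = vehicle and 100% = reference compound; higher means more ethidium bromide displaced from hairpin DNA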
# IMP-1 inh = inhibitors of Pseudomonas aeruginosa IMP-1 metallo-beta-lactamase | inhibition, % at 5.6 µM | AID 1556 | purified IMP-1, nitrocefin hydrolysis, epi-absorbance fluorescence | actives 0.45% (n = 290,000);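 active = inhibition above the mean plus 3 SD of all compounds in the same screening run, cut at about 4.5% in these data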;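 note: 0% = IMP-1 with DMSO and 100% = DMSO wells lacking enzyme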
#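 Assay system: purified IMP-1; Quantity: IMP-1 0.2 nM before substrate addition; Medium: HEPES buffer pH 7.1 with ZnSO4 and Brij 35; Incubation: 15 min enzyme–compound preincubation, then 25 min nitrocefin reaction, 25 °C; Signal: fluorescence quenching readout, ex 480/em 530 nm; Controls: DMSO with and without IMP-1; Repeats: singlicate testing.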
# V1R ag counter = counter-screen for oxytocin receptor agonists: human V1a receptor agonists; CHO-V1R cells, Fluo-8 calcium fluorescence, agonist mode; 0% DMSO, 100% 3 nM vasopressin; activation, % at 3 µM; AID 2797; actives 0.25% (n = 320,000); P37288;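 active = activation above the mean activation of all tested compounds plus 3 SD, per screening run, cut at about 20% in these data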;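 note: signal is peak over basal fluorescence ratio across a 100 second FLIPR read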
# Target sequence (P37288 whole entry, looked up): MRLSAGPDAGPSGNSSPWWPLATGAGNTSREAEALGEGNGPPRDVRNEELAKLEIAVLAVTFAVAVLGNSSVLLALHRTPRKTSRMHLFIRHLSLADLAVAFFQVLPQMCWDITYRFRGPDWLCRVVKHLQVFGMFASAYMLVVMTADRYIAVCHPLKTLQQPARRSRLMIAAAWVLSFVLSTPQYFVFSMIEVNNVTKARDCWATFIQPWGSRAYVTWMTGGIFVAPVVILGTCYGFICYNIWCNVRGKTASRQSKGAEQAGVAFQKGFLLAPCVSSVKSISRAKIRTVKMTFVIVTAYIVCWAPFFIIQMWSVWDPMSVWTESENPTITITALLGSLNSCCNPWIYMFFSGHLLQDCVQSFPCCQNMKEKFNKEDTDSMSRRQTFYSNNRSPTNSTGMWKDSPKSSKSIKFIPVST
# OXTR ag = agonists of human oxytocin receptor; P30559; CHO-OTR cells, Fluo-8 calcium fluorescence; normalized: DMSO 0%, oxytocin 100%; activation, % at 3 µM; actives 0.32% (n = 320,000);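 active = activation above the mean of all tested compounds plus 3 SD, cutoff set per screening run, cut at about 20% in these data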;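 note: peak over basal fluorescence ratio from a 100 s FLIPR kinetic read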
# GPR7 antag = antagonists of human GPR7 (neuropeptides B/W receptor 1). GPR7-expressing cells, fluorescence antagonist assay. inhibition, % at 4.4 µM. actives 1.1% (n = 290,000); in the data active = inhibition above about 16%, passing the limit was not always enough;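 note: cells stimulated with the agonist NPW; 0% = agonist with vehicle and 100% = vehicle without agonist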
# Target sequence (P48145 whole entry, looked up): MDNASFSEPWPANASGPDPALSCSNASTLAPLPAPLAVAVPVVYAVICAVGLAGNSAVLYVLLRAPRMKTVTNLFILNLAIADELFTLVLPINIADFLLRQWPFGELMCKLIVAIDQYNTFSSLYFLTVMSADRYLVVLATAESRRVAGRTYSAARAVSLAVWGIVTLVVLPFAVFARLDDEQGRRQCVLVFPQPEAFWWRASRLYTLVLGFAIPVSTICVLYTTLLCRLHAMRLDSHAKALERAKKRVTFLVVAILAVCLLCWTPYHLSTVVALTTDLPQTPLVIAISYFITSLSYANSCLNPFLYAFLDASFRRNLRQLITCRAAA
# * marks the source's active call; other numbers are inactive results; x = not tested or not shown.
SMILES,HCV NS3 hel inh,VIM-2 inh,PHOSPHO1 inh,GalR3 antag,FID counter,IMP-1 inh,V1R ag counter,OXTR ag,GPR7 antag
CS(=O)(=O)N(CC(=O)N1CCCC1)c1ccccc1Br,10,-0.3,29,-11,-5,-2.9,-0.1,-0.1,-4
Cc1nc2c3ccccc3nc(NNC(=O)CCC(=O)N3CCC(C)CC3)n2n1,2,-4.6,17,3,-23,-4.5,0.2,-0.8,-12
COC(=O)c1[nH]c2ccc(C)cc2c1NC(=O)CN1CCCc2ccccc21,-13,-4.0,30,0,-15,0.7,-0.1,-0.9,-10
O=C(Nc1ccccc1)NC1(C(=O)N2CCC(O)CC2)CCCCC1,2,-1.5,-34,-1,-5,-4.7,0.2,0.6,-7
O=C(O)CC(NC(=O)c1cccc([N+](=O)[O-])c1)c1ccc2c(c1)OCO2 (stereo unspecified),-10,-2.5,-22,-2,-5,-1.4,0.1,-0.3,0
COc1ccccc1-n1c(=O)c2c3c(sc2n2c(=S)[nH]nc12)CCC3,3,-3.3,-38,4,-19,-3.5,-0.8,0.2,-3
COc1cc(C(=O)CSc2nccn2C)cc(OC)c1OC,1,-0.8,15,-9,-4,-3.6,0.5,0.9,8
Cc1c(C(=O)NCCN2C(=O)S/C(=C\c3cccnc3)C2=O)cccc1[N+](=O)[O-],-6,-2.5,-57,-5,-2,-3.8,1.6,1.1,-15
CCN(CC)S(=O)(=O)c1ccc2oc(C(=O)NCc3ccc(C)cc3)c(C)c2c1,-13,-0.6,-1,-8,-26,-2.8,2.2,0.4,-4
Cc1ccc(-c2nnc(SCC(=O)N(CC(C)C)c3c(N)n(Cc4ccccc4)c(=O)[nH]c3=O)n2N)cc1,-1,-2.2,5,-1,-40,-2.1,-0.2,-1.1,-24
COc1ccc(CN(C)CC(=O)Nc2ccc(Cl)cc2F)c(OC)c1,-16,-1.2,-3,-4,5,-1.3,-1.0,-1.2,-11
O=c1[nH]ncc(NCc2ccc(Cl)cc2)c1Cl,-6,-2.3,6,8,-1,-2.1,6.6,11,-13
O=[N+]([O-])c1cc(S(=O)(=O)CCCN2CCOCC2)ccc1F,-2,-0.2,40,7,4,-1.5,-0.2,0.9,-10
O=C(c1cnc(Cl)c(Cl)c1)N1CCN(S(=O)(=O)c2ccc(F)cc2)CC1,5,-2.4,46,-8,-21,-1.4,1.7,-1.0,0
COc1ccc(OC)c(S(=O)(=O)N2CCC(C(=O)NCc3ccccc3OC)CC2)c1,-3,-0.8,21,-1,-30,-5.0,0.7,-0.8,-16
O=C(CCc1ccccc1)NC(NC(=S)Nc1cccc(Cl)c1)C(Cl)(Cl)Cl (stereo unspecified),11,-1.7,-6,-4,1,-1.1,11,3.2,-9
COc1cc(NC(=O)CN2CCC(Cc3ccccc3)CC2)c(C)cc1[N+](=O)[O-],-2,-1.9,-2,-2,5,-0.5,0.2,-0.9,-7
O=C1Nc2ccc([N+](=O)[O-])cc2OC1CCN1CCN(Cc2ccc3c(c2)OCO3)CC1 (stereo unspecified),-9,-1.7,6,-3,1,-1.1,0.0,1.6,1
O=C(Cc1ccc(Br)cc1)c1ccc(O)cc1O,-2,-1.8,25,-4,2,-2.6,5.3,2.9,0
O=C(NC1CCCCC1)C(c1ccc(O)cc1)N(CC1CCCO1)C(=O)C1COc2ccccc2O1 (stereo unspecified),-4,-0.8,4,-5,-36,-4.4,-0.1,-2.3,6
COC(=O)c1[nH]c2ccccc2c1NC(=O)CN1CCN(C/C=C/c2ccccc2)CC1,-21,-0.8,27,-5,6,1.0,4.8,3.1,-9
COc1ccc(-n2nc3cc(C)c(NC(=O)C(C)C)cc3n2)cc1,-4,-3.0,-14,x,3,-2.8,x,x,-12
c1ccc(-c2nc(NCc3ccco3)c3oc4ccccc4c3n2)cc1,11,-1.5,8,-7,1,-3.6,-0.5,0.0,-10
CCN1CCCC1CNC(=O)c1ccc(N2CCCC2=O)cc1 (stereo unspecified),-5,0.5,-4,-1,8,-1.4,-0.2,-1.1,-3
O=C(Nc1ccc(F)c(F)c1)C1CCCN1S(=O)(=O)c1ccc(F)cc1 (stereo unspecified),-1,-2.5,29,1,-4,2.4,1.3,-0.3,2

# The results go on:
SMILES,HCV NS3 hel inh,VIM-2 inh,PHOSPHO1 inh,GalR3 antag,FID counter,IMP-1 inh,V1R ag counter,OXTR ag,GPR7 antag
Cc1ccc(NC(=O)c2c(C)nc3ccccn23)cc1C,-9,-3.2,57,-5,-3,-2.7,-0.2,-1.2,2
CC(C)C(NC(=O)c1ccc(C(C)(C)C)cc1)C(=O)NC1=NCCS1 (stereo unspecified),6,-5.5,13,-5,-30,0.3,1.3,-0.7,1
CN(CCOc1ccccc1)Cc1nc2cc(Cl)ccc2c(=O)[nH]1,4,0.6,47,-4,-8,-0.6,0.6,-1.5,2
COc1ccc(C(=O)Nc2nc(C)cc(C)n2)cc1[N+](=O)[O-],7,-3.2,4,-5,-5,-0.6,0.1,-0.5,-8
COc1ccc(NC(=S)NC(C)Cc2cccs2)cc1 (stereo unspecified),3,-3.0,2,7,-3,-0.7,0.3,-0.2,-11
Cn1c(SCC(=O)N2CCOCC2)nnc1-c1ccc2ncccc2c1,2,-0.9,-26,-1,-4,-0.4,0.6,0.7,-16
CC1Cc2cc(C3(O)C(=O)c4ccccc4C3=O)ccc2N1 (stereo unspecified),5,-0.8,-3,-4,-6,-2.2,0.6,0.8,-2
CCNNC(=O)C(O)(Cc1ccccc1)Cc1ccccc1,-2,-4.3,47,-9,-8,-3.7,-0.5,0.3,-2
O=C(NCCN1CCCCC1)Nc1ccc(Br)cc1,-6,-1.6,-3,-6,11,-1.0,3.3,2.1,-6
CCC(C)NC(=O)[C@@H]1CSC2c3ccccc3C(=O)N21 (stereo partly specified),-1,-2.6,36,-15,-7,-2.2,-0.5,0.1,19
O=C(O)c1cccnc1NC1CCCC1,-3,-4.0,4,-7,3,-3.7,0.1,-0.1,-12
c1ccc(CCNc2nc3ccccc3n3nnnc23)cc1,2,-3.6,-17,0,0,-3.9,-0.2,0.2,0
CCN1/C(=C/c2ccc3cc(C)ccc3[n+]2CC)Sc2cc(C)ccc21,-18,-2.9,-112,50*,-20,-2.2,x,x,-1
O=C1NCCCC1C(=O)N1CCN(C(c2ccccc2)c2ccccc2)CC1 (stereo unspecified),-8,-5.7,-2,2,-23,-3.2,0.2,1.2,2
Cc1c(-c2ccc(Cl)cc2)oc(=O)c2c(N)n(-c3ccccc3)nc12,-1,-1.4,-46,3,-5,0.0,0.8,1.1,-2
COc1ccc(C2Nc3cccc4cccc(c34)N2)cc1,6,-1.4,32,-2,3,-1.2,-0.8,-0.5,0
Cc1cc(Cl)ccc1C(=O)C1CCCN(C(=O)/C=C/c2cnn(C)c2)C1 (stereo unspecified),-6,-3.0,27,-7,-26,-2.0,-1.0,0.5,-3
O=C(Nc1ccc(Cl)cn1)Nc1ccccc1Cl,3,-2.4,-4,-3,2,-1.6,0.5,-0.4,-13
CCCn1c(CCC(=O)O)ccc1-c1ccc(F)cc1,12,-2.3,-6,4,-5,-2.2,0.4,0.6,8
Cc1nc2ccc(Br)cn2c(=O)c1Cl,-5,2.4,-4,-1,-4,-3.5,1.1,-0.4,-12
CCc1nn(CC(=O)NCCC2=CCCCC2)c(=O)c2cc3cc(F)ccc3n12,-8,-2.3,47,2,-2,-0.3,-0.1,-1.2,15
CCOc1cccc2c1OC1(C)CC2NC(=O)N1c1cccc(C(=O)N2CCN(c3ccccn3)CC2)c1 (stereo unspecified),5,-1.9,38,-10,-52,-1.2,1.7,0.5,-11
O=C(O)COc1ccc(/C=N/Nc2nc(Nc3ccccc3)nc(N3CCCCC3)n2)cc1,-8,-1.7,32,-4,-38,-1.5,-0.7,0.4,-5
CCOC(=O)Cn1c(C)c(C#N)c2ccccc21,3,-2.4,20,-10,-1,-0.8,0.4,-0.1,-9
CCn1nc(C(=O)Nc2ccc3nc(C)sc3c2)c2ccccc2c1=O,-10,2.2,-23,10,-28,-2.1,-1.6,-2.2,-7

# New compounds follow
SMILES,HCV NS3 hel inh,VIM-2 inh,PHOSPHO1 inh,GalR3 antag,FID counter,IMP-1 inh,V1R ag counter,OXTR ag,GPR7 antag
CCN1CCN(c2ncc3c(n2)CC(c2cc(OC)c(OC)c(OC)c2)CC3=O)CC1 (stereo unspecified),-4,1.3,-16,-8,1,-2.5,-0.4,-0.5,-1
COC(=O)c1ccccc1NC(=O)c1ccccc1OC,-8,-0.3,-5,-4,-8,-3.4,-1.8,-1.6,-4
COc1ccc(C2CC(=O)Oc3c(C(CCN4CCOCC4)c4cc(OC)c(OC)c(OC)c4)c(OC)cc(OC)c32)cc1 (stereo unspecified),x,x,40,-2,x,x,1.1,0.4,x
COc1ccc(CNC(=O)CSc2nnc3c(n2)[nH]c2ccc(OC)cc23)cc1,-24,-1.1,17,-8,-13,-3.2,0.3,0.3,-5
Cc1ccc(NC(=S)/N=C(\N)Nc2nc(C)c3cc(C)c(C)cc3n2)cc1C,-9,-2.5,39,-3,-1,-4.4,0.1,0.7,2
CCCn1cnc2cc(NCc3ccc(Br)cc3)ccc21,-51,-6.6,32,-10,-5,-2.7,0.6,-0.3,-6
CCC(C)NC(=O)c1ccccc1NC(=O)C1COc2ccccc2O1 (stereo unspecified),14,-0.1,13,-4,-5,-3.2,-0.8,-0.2,1
CC(=O)Nc1ccc(OCc2nnc(-c3ccc(Cl)cc3)o2)cc1,7,-0.3,11,-1,-11,0.4,0.7,0.8,9
Cn1nnc2cc(C(=O)N3CCCCCC3)ccc21,0,-1.6,-14,-2,3,-3.5,1.1,0.5,-6
Cc1onc(-c2ccccc2Cl)c1C(=O)NC(=S)NCCc1ccccc1,2,-1.5,-3,-1,-19,-1.2,0.7,-2.2,-6
C/C(=N\Nc1cc(-c2ccccc2)nc(-c2ccc(Br)cc2)n1)c1cccc(N)c1,2,-7.9,x,-8,5,-2.5,0.8,0.4,20
COc1cccc(CNC(=O)C2(C)Oc3ccccc3NC2=O)c1 (stereo unspecified),-13,-2.7,-9,-1,-4,-3.8,0.1,0.7,-1
Cc1ccc2nc(C)cc(C(=O)N3CCCC(N4CCN(c5ccccc5C)CC4)C3)c2c1 (stereo unspecified),-10,-0.4,38,-1,-31,-0.1,-0.3,-1.1,-10
CN1CCN(c2ccc(S(=O)(=O)N3CCOCC3)cc2NC(=O)CCc2ccccc2)CC1,-11,0.7,-25,-9,13,-0.7,1.0,0.4,16

# For reference, part of the list above:
SMILES,HCV NS3 hel inh,VIM-2 inh,PHOSPHO1 inh,GalR3 antag,FID counter,IMP-1 inh,V1R ag counter,OXTR ag,GPR7 antag
Cc1ccc2nc(C)cc(C(=O)N3CCCC(N4CCN(c5ccccc5C)CC4)C3)c2c1 (stereo unspecified),-10,-0.4,38,-1,-31,-0.1,-0.3,-1.1,-10
CN1CCN(c2ccc(S(=O)(=O)N3CCOCC3)cc2NC(=O)CCc2ccccc2)CC1,-11,0.7,-25,-9,13,-0.7,1.0,0.4,16

# Sorted by the number under IMP-1 inh (low to high): some entries from above
smiles | IMP-1 inh
CCC(C)NC(=O)c1ccccc1NC(=O)C1COc2ccccc2O1 (stereo unspecified) | -3.2
CCCn1cnc2cc(NCc3ccc(Br)cc3)ccc21 | -2.7
Cc1ccc2nc(C)cc(C(=O)N3CCCC(N4CCN(c5ccccc5C)CC4)C3)c2c1 (stereo unspecified) | -0.1

# High-throughput results (PubChem BioAssay)
